IL1B secr inh: inflammasome signaling inhibition, IL-1 beta readout; AID 743279; 360,000 tested, 4.7% active; THP-1 LPS/ATP IL-1B secretion, AlphaLISA, 16 h; active compounds read low; activity change, % at 57.5 µM; in the data active = activity change below about -50%; inconclusive = mostly about -30% to -49%; also: % is scaled to controls: 0 for no effect and ±100 for the full control effect
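THP-1 cells pretreated 1 hr with compounds (up to 57.5 uM final), then stimulated with LPS (250 ng/mL final) plus ATP (1.25 mM final); secreted IL-1B measured by AlphaLISA after 16 hr, decreased signal indicating inhibition.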
HT1080 IDH1KD tx: toxicity to HT-1080 IDH1 knockdown cells (counter line) | 360,000 tested, 2% active | Potency, µM (doses to about 46.1 µM), without a hit: at the top dose activity, negative = toxicity, most hits filed as cytotoxic | HT-1080 IDH1 knockdown viability, ATP luminescence, 48 h | AID 686971;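 also: potency is read from the fitted curve at half-maximal effect; 0% = DMSO wells and -100% = cell-free medium wells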
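Knockdown cells (IDH1KD HT-1080) received compounds 2 h after plating at 750 cells/well and were kept 48 h at 37 °C in 5% FBS RPMI. A CellTiter-Glo luminescence read gave % activity for curve fitting.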
KB-V1 cytotox: kills drug-selected multidrug resistant KB-V1 cells | KB-V1 MDR cells viability, CellTiter-Glo, 72 h | Potency, µM (titrated, usually from 46.1 µM), inactives show at the highest dose activity change, negative = cytotoxicity, actives largely listed as cytotoxic | 400,000 tested, 3.4% active; also: potency is read from the fitted curve at half-maximal effect; % is scaled to controls: 0 for no effect and ±100 for the full control effect; nearly all actives have a fitted effect of over 60% in size
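Cytotoxicity via CellTiter-Glo luminescence after 72 h compound exposure at 37 degrees C. Cells: drug-selected KB-V1 line, DMEM phenol-red free plus 10% FBS. Compounds tested at multiple concentrations; normalized data fitted to concentration-effect curves.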
SW480 rerep: DNA re-replication induction in SW480 cells. SW480 DNA re-replication, Hoechst DNA content imaging, 48 h. 340,000 tested, 1.8% active. Potency, µM (series often up to 46.1 µM), for the others: top-dose re-replication activation, hits mostly activators. AID 624297; also: potency is read from the fitted curve at half-maximal effect; % of control where 0% means no effect; nearly all actives have a fitted effect of over 55% in size
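First, 250 cells per well were seeded. Next, compound or vehicle (23 nL) was pinned in, plates sat 48 hr at 37 C. Finally Hoechst was added for 40 min before fluorescence scanning.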
D3 ag: D3 dopamine receptor (human) agonism. max activation, %. 410,000 tested, 0.58% active. AID 652048. D3R DiscoveRx beta-arrestin cells, luminescence, 90 min; in the data active = max activation above about 30%; also: 0% is about no effect; mostly tested at two doses, the higher about 12 µM
Target sequence (P35462 whole entry, looked up): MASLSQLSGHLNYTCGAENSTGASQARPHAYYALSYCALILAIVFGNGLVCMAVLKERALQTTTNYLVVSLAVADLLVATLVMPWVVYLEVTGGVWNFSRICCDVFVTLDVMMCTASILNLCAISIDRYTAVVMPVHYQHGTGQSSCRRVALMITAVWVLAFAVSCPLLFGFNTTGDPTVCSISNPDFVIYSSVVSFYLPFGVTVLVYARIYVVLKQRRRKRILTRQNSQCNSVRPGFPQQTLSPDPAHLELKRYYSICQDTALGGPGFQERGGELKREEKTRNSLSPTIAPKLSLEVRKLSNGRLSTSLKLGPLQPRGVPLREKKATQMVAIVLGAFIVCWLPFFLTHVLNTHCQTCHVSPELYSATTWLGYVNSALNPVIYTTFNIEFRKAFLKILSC
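Agonist mode: compounds and dopamine controls were applied to plated cells for 90 min at 37 degrees C after an overnight attachment at 1500 cells/well. Luminescent read-out followed 30 - 60 minutes at room temperature with DiscoveRx detection reagent.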
HT1080NT lethal: kills 2HG-producing HT-1080-NT fibrosarcoma cells; HT-1080-NT fibrosarcoma viability, CellTiter-Glo ATP luminescence, 48 h; Potency, µM (doses to about 46.1 µM), inactives show top-dose activity, negative = less viability, hits mostly cytotoxic; 360,000 tested, 1.6% active; AID 686970;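 also: NT is the 2HG producing partner of a matched IDH1 knockdown line; potency is read from the fitted curve at half-maximal effect; 0% = DMSO-treated cells and -100% = media-only wells without cells; nearly all actives have a fitted effect of over 55% in size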
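Toxicity toward the 2HG-producing NT line was scored as %Activity, normalised to DMSO and no-cell wells, from CellTiter-Glo luminescence after 48 hours' treatment.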
D3 antag: antagonists of human D3 dopamine receptor | D3R cells, DiscoveRx beta-arrestin luminescence, antagonist mode; active compounds read low | AID 652054 | 360,000 tested, 2.5% active | max response, negative = inhibition, % | P35462; in the data active = max response below about -50%; inconclusive = no clear call, values can overlap the other calls; also: % is scaled to controls: 0 for no effect and ±100 for the full control effect; mostly tested at two doses, the higher about 12 µM
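Cells plated overnight at 1500 cells/well, then exposed to library compounds with dopamine controls for 90 minutes at 37 degrees C. DiscoveRx reagent added for 30–60 minutes at room temperature; luminescence read, quantitative HTS format.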
KB-3-1 tox: KB-3-1 parental cell cytotoxicity | KB-3-1 viability, CellTiter-Glo ATP luminescence, 72 h | Potency, µM (top dose mostly 46.1 µM), inactives show at the top dose activity change, negative = cytotoxic, actives largely listed as cytotoxic | 400,000 tested, 1.4% active | AID 1347075; also: potency is read from the fitted curve at half-maximal effect; % is scaled to controls: 0 for no effect and ±100 for the full control effect; nearly all actives have a fitted effect of over 60% in size
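Using CellTiter-Glo luminescence, growth of non-resistant KB-3-1 adenocarcinoma cells is assessed 72 h after pin-tool compound addition at 37 °C. Normalized responses across the concentration series yield fitted curves.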
GLP1R ag: activates the human GLP-1 receptor | P43220 | HEK293 GLP-1R CRE-luciferase, luminescence, 4-6 h; cells express a hypersensitive GLP-1R form | Potency, µM (titrated, usually from 45.6 µM), for the others: at the top dose activation, most hits filed as activators | 380,000 tested, 0.007% active | AID 624172; also: potency is read from the fitted curve at half-maximal effect; % of control where 0% means no effect
Target sequence (P43220 whole entry, looked up): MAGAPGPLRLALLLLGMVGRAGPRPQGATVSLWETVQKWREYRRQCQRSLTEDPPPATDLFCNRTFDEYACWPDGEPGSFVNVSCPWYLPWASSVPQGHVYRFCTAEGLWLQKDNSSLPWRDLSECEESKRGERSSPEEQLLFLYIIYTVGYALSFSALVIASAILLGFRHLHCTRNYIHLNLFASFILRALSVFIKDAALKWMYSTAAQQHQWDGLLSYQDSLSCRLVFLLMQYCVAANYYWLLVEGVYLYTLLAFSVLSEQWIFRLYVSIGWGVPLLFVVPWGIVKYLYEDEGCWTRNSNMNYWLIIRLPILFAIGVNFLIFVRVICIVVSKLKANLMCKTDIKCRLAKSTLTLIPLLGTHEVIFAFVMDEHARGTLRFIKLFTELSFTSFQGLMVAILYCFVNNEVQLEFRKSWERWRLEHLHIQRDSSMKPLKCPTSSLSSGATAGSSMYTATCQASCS
The depositor's hits bear a star; i = inactive; u = inconclusive; x = not tested or not shown; [ ] = remark or other dose. Unless noted, calls follow the shape of the dose curve; as a rule, active = well fitted curve in the direction sought with a large enough effect; inconclusive = small, poorly fitted or top-dose-only effect, or another doubt; inactive = no such curve, though single readings can be large; an effect the other way counts as inactive or inconclusive.

SMILES	IL1B secr inh	HT1080 IDH1KD tx	KB-V1 cytotox	SW480 rerep	D3 ag	HT1080NT lethal	D3 antag	KB-3-1 tox	GLP1R ag
COc1ccc(S(=O)(=O)N2CCOCC2)cc1NC(=O)CSc1nc(C)c(C)c(C)n1	7.4	6.1%	-1.3%	-7.6%	2.1	8.9%	27.1	9.2%	5.4%
COc1ccc(S(=O)(=O)NC2CCCC2)cc1Br	0.9	-5.9%	-7.1%	-3.1%	-1.9	-3.3%	-12.5	-0.4%	2.4%
CN(C)c1ccc(/C=C(\C#N)C(=O)c2ccccc2)cc1	-10.3	-1.5%	13.5%	-5.6%	1.1	5.3%	-10.4	-3.8%	0.4%
CNc1ccccc1NC(=O)C1CCCN1C(=O)OCc1ccccc1 (configuration not stated)	5.3	2.3%	-6.6%	-1.8%	5.6	8.5%	1.2	-2.4%	-1.0%
Cc1ccc(-c2ccc(/C=N\NC(=O)c3cc4c(ccc5ccccc54)o3)o2)cc1[N+](=O)[O-]	24.8	24.0%	u	12.5%	3.4	u	12.7	u	-13.3%
COc1ccc(C2=NC(=O)NC2c2ccc(OC)cc2)cc1 (configuration not stated)	u	11.8%	0.9%	-12.8%	-9.5	7.9%	-6.6	0.3%	3.1%
CSc1nnc([C@@H](NC(=O)OC(C)(C)C)C(C)C)o1	3.2	7.7%	u	-5.4%	-1.7	28.4%	-22.6	5.3%	-9.3%
CCCCCn1c(CCCNC(=O)CC)nc2ccccc21	37.6	1.5%	-18.2%	-8.3%	-2.8	-2.4%	12.2	1.7%	7.9%
COC(=O)c1ccc2[nH]c(C)cc(=O)c2c1	30.5	7.2%	15.1%	-17.4%	4.0	-2.4%	0.4	10.4%	2.9%
CCOC(=O)c1c(C)[nH]c(C)c1C(=O)CSc1nc2ccccc2c(=O)n1-c1ccc(Cl)cc1	-7.3	u	10.3µM*	u	3.4	-9.7%	8.0	u	18.9%
C#CCNC(=O)C1=C[C@@H](c2csc3ccccc23)C[C@@H](OCc2ccc(CO)cc2)O1	0.2	-4.7%	-11.9%	u	-4.4	-0.8%	16.3	-0.5%	10.3%
Cc1c(NC(=O)C(C)N2C(=O)C3CCCCC3C2=O)c(=O)n(-c2ccccc2)n1C (configuration not stated)	29.4	12.0%	0.2%	-3.3%	0.5	7.6%	-4.6	-8.3%	-0.6%
COc1ccc(OCc2cc(C(=O)N3C[C@@H](C)O[C@@H](C)C3)no2)c(Cl)c1	i	14.7%	-22.9%	u	-2.3	8.0%	-16.8	11.2%	3.2%
N/C(=N\OC(=O)Cc1ccccc1)c1ccccn1	12.1	2.7%	-4.4%	-6.1%[9.22 µM]	2.2	16.3%	5.7	-23.8%	-2.3%
O=C(c1ccccc1)c1c[nH]c2cc3c(cc2c1=O)OCCO3	-6.2	-16.1%	-1.2%	-1.1%	-7.8	-0.3%	0.0	4.4%	4.1%
CC1(C(=O)NC2CCCCCC2)CCN1C(=O)Cc1ccc(-c2ccccc2)cc1 (configuration not stated)	-8.3	u	-23.9%	x	-4.0	u	15.4	-19.2%	9.3%
Cc1cc(=O)oc2cc(OCC(=O)OCC(=O)NCCc3ccccc3)ccc12	3.8	1.6%	3.1%	-13.4%	17.2	3.0%	2.3	8.6%	7.2%
CCOC(=O)c1c(-c2ccccc2)nnn1-c1nc(OC)nc(N2CCOCC2)n1	-17.0	7.6%	-23.3%	-4.3%	-8.5	5.5%	-0.6	-6.4%	20.3%
COc1ccccc1NS(=O)(=O)c1cc(N2Cc3ccccc3C2=N)ccc1N1CCOCC1	-95.9*	u	u	9.3%	-5.2	-17.1%	-10.8	13.4%	15.0%
COC(=O)c1sc(N2C(=O)C(O)=C(C(=O)c3ccc(C)o3)C2c2ccc(OC)c(OC)c2)nc1C (configuration not stated)	-23.1	-5.3%	9.0%	-3.1%	2.0	-9.2%	-3.8	8.6%	24.3%

Rewritten in CSV form: part of the list above
structure,IL1B secr inh,HT1080 IDH1KD tx,KB-V1 cytotox,SW480 rerep,D3 ag,HT1080NT lethal,D3 antag,KB-3-1 tox,GLP1R ag
COC(=O)c1sc(N2C(=O)C(O)=C(C(=O)c3ccc(C)o3)C2c2ccc(OC)c(OC)c2)nc1C (configuration not stated),-23.1,-5.3%,9.0%,-3.1%,2.0,-9.2%,-3.8,8.6%,24.3%
CCOC(=O)c1c(-c2ccccc2)nnn1-c1nc(OC)nc(N2CCOCC2)n1,-17.0,7.6%,-23.3%,-4.3%,-8.5,5.5%,-0.6,-6.4%,20.3%

Going on with the list:
SMILES	IL1B secr inh	HT1080 IDH1KD tx	KB-V1 cytotox	SW480 rerep	D3 ag	HT1080NT lethal	D3 antag	KB-3-1 tox	GLP1R ag
COc1ccc(CCNC(=O)C2=CC=CN3CCS(=O)(=O)N=C23)cc1	0.0	-1.8%	-21.2%	3.3%	-3.3	-0.8%	-8.5	-7.8%	-5.8%
Cc1cccc2nc3ccccc3cc12	-25.3	1.1%	3.7%	-13.9%	2.6	-1.5%	-7.7	4.9%	2.7%
COc1ccc(OC)c(NC(=O)c2ccc(-c3csc(C)n3)cc2)c1	-0.6	-12.0%	u	7.2%	-1.7	-25.2%	-2.7	-2.4%	6.3%
O=C(Nc1ccc(S(=O)(=O)N2CCCCC2)cc1)C1CCN(C(=O)c2ccco2)CC1	8.1	-15.2%	-1.1%	u	-9.9	-5.2%	-7.2	-0.2%	5.6%
CCOC(=O)C1(Cc2ccc(OC)cc2)CCN(C(=O)CCN2CCCC2=O)CC1	-6.8	-0.9%	-30.9%	-11.8%	-5.4	0.0%	-26.4	7.8%	-1.4%
COc1ccc2[nH]c3nc(SCC(=O)NNC(=O)c4ccc(OC)c(OC)c4)nnc3c2c1	39.2	-0.3%	u	1.6%	15.5	5.5%	-22.7	0.7%	10.9%
CC(=O)c1cccc(NC(=O)NNC(=O)c2ccc(Cl)cc2Cl)c1	17.4	9.4%	-25.1%	1.5%	12.3	8.8%	2.0	-10.3%	-1.4%
CC(C)N(C(=O)CSc1ccc(S(=O)(=O)N2CCCCC2)cn1)c1ccccc1	-24.7	-1.7%	-16.3%	-10.1%	-9.0	-0.3%	-3.2	u	9.6%
O=C(Nc1ccccc1)OCCOc1ccccc1Br	-10.6	10.6%	-6.8%	-12.0%	6.4	14.7%	3.7	-10.0%	u
CCCC(=O)C1=C(O)C(C(=O)OC)C(C)(C)CC1=NCCc1ccc(OC)c(OC)c1 (configuration not stated)	-13.0	3.3%	-31.8%	-80.1%[inhibitor]	-3.0	1.7%	-9.9	12.7%	5.3%
CC(Nc1oc(-c2ccco2)nc1C#N)c1ccccc1 (configuration not stated)	-2.4	-4.9%	-6.2%	-0.7%	0.2	-1.2%	-0.6	8.9%	u
COc1ccccc1C1CC(=O)NC(C)=C1C(=O)OCC1CCCO1 (configuration not stated)	17.2	9.0%	8.0%	-4.4%	-1.2	11.7%	6.7	0.9%	-12.4%
c1cnc(N2CCSCC2)nc1	11.0	7.1%	9.4%	0.4%	9.8	-1.7%	7.0	4.9%	-5.3%
O=C(COC(=O)C1CCN(S(=O)(=O)c2cccs2)CC1)c1ccc2c(c1)OCCO2	7.4	11.5%	-3.9%	-1.0%[9.22 µM]	1.1	6.4%	-1.4	9.3%	-0.1%
CCOC(=O)c1c(NC(=O)CN2C(=O)NC3(CCCCC3C)C2=O)sc(C)c1CC (configuration not stated)	-8.5	-18.5%	u	12.8%	-0.4	-17.2%	u	-7.1%	u
COCCCNC1=C(C#N)C(=O)NC2(CCCC2)S1	28.1	-8.9%	9.2%	x	3.1	-5.9%	-6.9	-27.2%	3.8%
COc1ccc(S(=O)(=O)N(CC(=O)NCCSCc2ccccc2)c2ccc(C)cc2)cc1	x	x	-4.7%	x	3.2	x	x	10.1%	-0.2%
CSc1nn(-c2ccc(C(=O)OC(C(=O)NC(N)=O)C(C)C)cc2)c(=S)s1 (configuration not stated)	0.0	3.5%	-7.2%	u	24.8	-20.4%	26.6	2.9%	10.6%
Clc1ccc2oc(-c3cccnc3)nc2c1	39.9	-6.4%	7.9%	1.7%	3.4	-12.2%	47.9	-4.0%	9.5%
COC(=O)C1=C(CCc2ccccc2)NC(=O)NC1c1ccc([N+](=O)[O-])cc1 (configuration not stated)	-3.3	-5.4%	1.3%	-0.6%	-17.8	-7.4%	-3.8	3.9%	-5.4%
O=C(C1=NN[C@@H]2C(=O)N(c3cccc(F)c3)C(=O)[C@H]12)C(c1ccccc1)c1ccccc1	10.6	11.6%	3.0%	x	-5.1	13.7%	-10.1	17.6%	-5.5%
CCC(=NN=C(CC)c1ccccc1O)c1ccccc1O	32.2	u	u	-3.4%	44.9*	19.2%	27.3	-0.1%	-0.8%
O=[N+]([O-])c1cnc(Nc2ccccc2)nc1Nc1ccccc1	-0.4	0.1%	21.4%	7.1%	3.7	-7.1%	-83.1*	6.4%	11.7%
Cc1ccc(C2Nc3ccccc3C(=O)N2Cc2ccco2)cc1 (configuration not stated)	-11.9	u	u	u	-2.6	u	0.0	u	3.3%
Cc1ccc2c(=O)c(CN3CCCCCC3)c(C)[nH]c2c1C	43.6	-3.1%	5.1%	3.7%	-7.5	1.1%	-17.0	-5.5%	15.8%
C=CCn1c(Cc2csc(N)n2)nnc1SCC(=O)Nc1ccccc1C(F)(F)F	-2.1	2.7%	-20.6%	3.6%	-8.3	-1.2%	-23.3	-0.6%	-7.8%
Nc1c(-c2ccccc2)cnn1C1CCS(=O)(=O)C1 (configuration not stated)	1.6	11.9%	25.6%	-3.6%	1.3	4.0%	-6.0	9.9%	-6.1%
CCOc1ccc(NC2c3ccccc3C(=O)N2Cc2ccc3c(c2)OCO3)cc1 (configuration not stated)	-26.9	-15.7%	24.8%	2.0%	-0.5	-1.5%	-5.8	u	8.6%
O=C(Nc1ccc2c(c1)oc1ccccc12)c1cccnc1	-4.1	-2.6%	-4.0%	2.8%	0.5	1.6%	32.0	7.4%	0.1%
